P. falciparum M1AAP: malaria alanyl aminopeptidase activity blockers – biochemical, fluorogenic H-Leu-NHMec substrate, 1536-well (AID 1445); recombinant M1AAP, H-Leu-NHMec fluorogenic kinetic assay; higher % means a stronger effect; hit rate 0.42% among 220,000; inhibition, % at 30 µM; hits with a dose series show IC50 in µM;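 active = primary inhibition above the hit cutoff, then over 50% inhibition at one or more dose response concentrations, cut at about 23% in these data, passing the limit was not always enough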;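 note: plate controls were DMSO full reaction for no effect and no enzyme background for full effect; strong numbers were not always called active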
Dynein transport: dynein cargo transport inhibition | hit rate 0.47% among 220,000 | z-score, hits read low | 3617.4 mouse cells, GR-EGFP nuclear translocation imaging; test concentration mostly 20 µM; stimulated with dexamethasone, 1 µM; stronger effect = lower value;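 active = plate z-score of nuclear minus cytoplasmic receptor signal below a set negative limit, without overly bright fluorescence or cell loss, cut at about -3.5 in these data, passing the limit was not always enough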;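 note: z-score of nuclear minus cytoplasmic ring GR-EGFP intensity difference per well; some compounds called inactive have numbers as strong as hits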
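Buffer or medium: Induction medium lacking tetracycline, stripped serum | Also added: Dexamethasone agonist, 1.0 µM final, for 30 min | Timing: 48 h induction, 1 h compound, 30 min dex at 37 °C | Detection: Formaldehyde fixation, Hoechst nuclear stain, 10x automated fluorescence imaging | Measure: Nuclear versus cytoplasmic GR-EGFP signal, averaged per well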
b-catenin transl: beta-catenin nuclear translocation modulation | HeLa beta-catenin nuclear translocation, immunofluorescence imaging | nuclear translocation activity, % at 5 µM | hit rate 0.3% among 190,000 | AID 1665;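 active = nuclear translocation activity above 50% at 5 µM, with a well cell count of 50 or more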;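 note: per-cell ratio of nuclear to cytoplasmic median beta-catenin stain intensity; plate controls were DMSO negative control for no effect and GSK-3 inhibitor IX positive control for full effect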
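Test system: HeLa cells, endogenous beta-catenin; Compound: single 5 µM dose plus 0.02–20 µM confirmation series; Times: compound exposure 24 h at 37°C; Signal: fluorescence imaging of beta-catenin antibody stain plus DAPI; Read-out: % activation, nuclear-to-cytoplasmic median beta-catenin signal ratio per cell.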
P. falciparum M17LAP: P. falciparum M17LAP inhibitors, primary screen, biochemical, fluorogenic H-Leu-NHMec substrate, 1536-well (AID 1619); hit rate 0.38% among 220,000; inhibition, % at 30 µM; hits with a dose series show IC50 in µM; recombinant M17LAP, H-Leu-NHMec fluorogenic kinetic assay; higher % means a stronger effect;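 active = compound inhibiting the enzyme by more than half at any dose during confirmatory dose-response retesting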;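 note: plate controls were full reaction with DMSO carrier for no effect and no enzyme background for full effect; strong numbers were not always called active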
MT stabilizer: stabilizes microtubules in HeLa cells; hit rate 0.83% among 200,000; % tubulin-high responders, % at 10 µM; HeLa tubulin immunostaining HCS, 24 h; share of cells brighter than vehicle mean+2SD;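 active = plate Z-score above 3 for both tubulin-high and condensed-nucleus cell shares, with cell loss under 80%, at 10 µM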;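 note: anti alpha tubulin signal scored within the nucleus-defined area of each cell; some results filed as inactive read as strong as hits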
Autophagy HCS: autophagy modulation, high-content screen; MEF GFP-LC3 puncta imaging; test concentration mostly 10 µM; calls only at 10 µM (by protocol); hit rate 0.98% among 190,000; AID 463193;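 active = percentage of spot-positive cells more than 3 SD above its plate mean, without a fluorescence outlier flag or 80% toxicity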;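 note: spot-positive cell cutoff set from DMSO-treated cells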
CSM14.1 death rescue: rescue of cells from ER stress-induced death, primary screen, 384-well, CSM14.1, thapsigargin, ATP luminescence (AID 1222); CSM14.1 thapsigargin-induced death rescue, ATP luminescence; higher % means a stronger effect; cellular ATP content (survival), % at 20 µM, or EC50 in µM where a hit was titrated; 190,000 tested, under 10 active;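 active = EC50 below 50 µM in the dose-response confirmation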;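 note: death triggered by thapsigargin at about 15 µM added after 2 h compound pretreatment; cell ATP read after overnight thapsigargin exposure of roughly 18 to 22 hours; normalized against plate controls of thapsigargin alone and 5% DMSO vehicle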
K1F lysis inhibition: inhibition of K1F phage lysis, E. coli UTI89, bacterial capsule biogenesis inhibitors, alamar blue (AID 488966) | inhibition, % at 100 µM, or IC50 in µM where a hit was titrated | hit rate 0.02% among 340,000 | E. coli UTI89 K1F phage lysis, alamar blue, 2 h; higher % means a stronger effect;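 active = phage lysis inhibition, versus mean bacterial control, above a set limit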;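 note: capsule biogenesis inhibitors block K1F phage lysis so surviving cells raise fluorescence; higher fluorescence means more inhibition of phage lysis; actives were called in the ten point dose series up to 300 µM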
Ins promoter up: MIN6 insulin promoter up-regulation. MIN6 insulin promoter-GFP reporter, high-content imaging; stronger effect = higher value. z-score at 5 µM. hit rate 0.3% among 190,000;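 active = z-score above 3 at 5 µM with at least 500 cells counted in the well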
Dynein transport cytoplasmic EGFP: recorded beside Dynein transport, whose call it bears; z-score; measured here: cytoplasmic GR-EGFP intensity; stronger effect = higher value
Dynein transport nuclear GR-EGFP: further read-out of Dynein transport, marked with its call; z-score; measured here: nuclear GR-EGFP intensity;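 lower value marks the stronger effect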
Dynein transport cell count: recorded beside Dynein transport, whose call it bears; z-score; measured here: cell count per field
Ins promoter up cell count: further read-out of Ins promoter up, marked with its call; cell count; measured here: cytotoxicity, nuclei count;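 total cells summed across four imaged fields per well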
b-catenin transl cell count 5 µM: second read-out of b-catenin transl, no call of its own (marks repeat the call); cell count; measured here: cell count, cytotoxicity flag
MT stabilizer Hoechst-high %: second read-out of MT stabilizer, no call of its own (marks repeat the call); % Hoechst-high responders; measured here: nuclear condensation Hoechst responders;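 share of cells brighter than vehicle mean plus two SD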
MT stabilizer cytotoxicity %: also measured in MT stabilizer; calls as there; toxicity, %; measured here: cytotoxicity by cell density;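 0% = mean cell density of plate MIN control wells and 100% = no cells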
Autophagy HCS cell loss 18 h: recorded beside Autophagy HCS, whose call it bears; toxicity, %; measured here: cell loss, nuclei count;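 cell loss after 18 h compound exposure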
* = called active by the depositor; i = inactive; . = not tested or not shown; [ ] = another dose, or the depositor's remark.

SMILES	P. falciparum M1AAP	Dynein transport	Dynein transport cytoplasmic EGFP	Dynein transport nuclear GR-EGFP	Dynein transport cell count	b-catenin transl	b-catenin transl cell count 5 µM	P. falciparum M17LAP	MT stabilizer	MT stabilizer Hoechst-high %	MT stabilizer cytotoxicity %	Autophagy HCS	Autophagy HCS cell loss 18 h	CSM14.1 death rescue	K1F lysis inhibition	Ins promoter up	Ins promoter up cell count
C=CCNC(=O)/C(C#N)=C\c1cc(Cl)c(OCC)c(OC)c1	1%	-0.93	-0.27	-0.3	1.3	-3.1	1148	8%	5.9	4.0	2.3	i	1	-2.7%	-0.3%	-0.83	1530
COc1cc2c(=O)n(CCC(=O)NCC3CCCO3)c(=O)n(CC(=O)c3ccc(Cl)cc3)c2cc1OC (stereo unspecified)	3%	-0.084	0.66	-0.38	0.11	-1.0	1124	7%	1.3	2.2	5.6	i	0	-12%	-0.1%	-1.2	1246
COc1cc(NC(=O)CSc2nnnn2-c2ccccc2)cc(OC)c1OC	-1%	-0.72	-0.093	-0.27	-1.1	-2.0	1106	1%	1.9	2.0	1.9	i	4	1.0%	1.6%	0.63	1807
Cc1ccc(NC(=O)N2CCCC2C(=O)NCC2CCCO2)cc1 (stereo unspecified)	1%	0.44	-0.33	0.47	-0.21	1.0	955	2%	1.8	1.3	3.7	i	13	-0.7%	-0.9%	-0.29	1649
Cc1ccc2cccc(NC(=S)NC(=O)c3ccnn3C)c2n1	11%	-0.13	-0.22	-0.077	0.7	3.3	1071	9%	2.4	1.2	5.5	i	1	1.7%	-0.4%	.	.
CC(CCc1ccccc1)NC(=O)CN1CCSc2ccccc21 (stereo unspecified)	0%	0.15	-0.24	0.25	-0.34	-1.1	1177	4%	0.8	0.7	2.8	i	36	-6.7%	0.3%	1.3	1227
CCCn1c(CN(Cc2ccccc2)Cc2ccccc2)nc2c1c(=O)n(C)c(=O)n2C	3%	-1.5	-0.14	-0.61	0.74	-3.3	1091	-8%	2.7	3.2	9.3	i	-6	.	-1.5%	.	.
Cc1ccc(C2=Nc3ccccc3N=C(c3ccc([N+](=O)[O-])cc3)C2)c(O)c1	1%	0.48	-0.27	0.11	0.11	-0.8	896	6%	3.1	4.1	1.4	i	-1	5.3%	3.1%	.	.
COc1ccccc1Cn1c(SCC(N)=O)nc2c(oc3ccccc32)c1=O	-5%	-0.27	-0.33	0.3	0.35	1.6	849	-8%	1.3	1.1	8.5	i	-4	1.6%	-0.2%	-0.93	1630
CCCNS(=O)(=O)c1ccc(OCC(=O)Nc2ccc3c(c2)OCCO3)cc1	4%	-0.94	-0.13	-0.19	-0.099	3.5	1057	5%	2.0	1.7	3.9	i	-8	-3.6%	-0.4%	0.38	899
Cc1ccc2nc(SCC(=O)Nc3ncccn3)[nH]c2c1	4%	0.5	-0.22	0.91	-0.83	0.3	1322	0%	.	.	.	.	.	.	-0.6%[50 µM]	0.01	1021
COc1ccc(S(=O)(=O)NCc2ccc(C(=O)O)cc2)cc1	-4%	-0.34	-0.25	-0.14	0.57	0.5	1069	-10%	4.3	1.9	2.3	i	-1	-1.3%	2.2%	.	.
Cn1nc(C(=O)NCc2ccccc2)c2ccccc2c1=O	2%	-0.92	-0.3	-0.42	0.47	-2.1	1092	-12%	4.0	3.5	4.3	i	-12	-2.6%	1.1%	1	730
CN1CCN(C(=O)/C(=C/c2cccs2)NC(=O)c2cccs2)CC1	9%	0.88	-0.24	0.52	-0.38	-0.8	1083	7%	1.4	2.2	8.7	i	-1	1.9%	0.3%	0.09	1544
CC(C)(C)SCCNS(=O)(=O)c1ccc2ccccc2c1	14%	-1.3	-0.18	-0.56	3.9	.	.	-5%	2.0	0.7	6.1	i	-5	-2.5%	-2.1%	0.82	876
CCCCOCC(O)Cn1c(C)nc2ccccc21 (stereo unspecified)	-8%	-0.57	-0.16	-0.37	0.86	-6.7	1007	5%	2.1	1.0	9.4	i	8	-2.4%	2.7%	-0.33	1132
CCOc1ccc2nc(SC3CC(=O)N(c4ccc(OC)cc4)C3=O)sc2c1 (stereo unspecified)	6%	-2.7	0.22	-0.9	0.9	-1.0	1423	-3%	3.1	2.6	2.1	i	19	-1.8%	-0.2%	0.28	1395
O=C(O)C(F)(F)C(NCc1ccccc1)c1ccccc1 (stereo unspecified)	0%	-0.39	-0.16	0.56	-0.033	0.0	1275	-12%	.	.	.	.	.	.	-0.1%	0.03	1016
O=c1c(-c2ccccc2)c(O)c2cccc3c2n1CCC3	4%	-0.33	-0.18	-0.17	0.33	-1.3	1459	5%	2.1	2.3	4.3	i	-2	-1.4%	0.6%	2.3	1609
Cc1nn(Cc2cccc(C(=O)Nn3cc([N+](=O)[O-])cn3)c2)c(C)c1[N+](=O)[O-]	5%	-0.067	-0.23	-0.085	-0.22	-0.2	455	1%	2.1	2.1	6.6	i	17	-0.3%	1.1%	0.04	1085
O=C(N/N=C/c1c[nH]c2ccccc12)c1ccncc1	10%	0.17	-0.12	-0.3	-0.027	-3.5	513	53%	5.3	2.5	1.3	i	-1	-1.6%	1.1%[50 µM]	-0.18	1208
O=C(/C=C/c1ccccc1)NC(NC(=S)Nc1cccc(Cl)c1)C(Cl)(Cl)Cl (stereo unspecified)	5%	0.63	-0.2	0.08	-0.058	1.2	1433	-4%	2.6	2.2	3.5	i	16	-1.0%	-0.7%	0.3	1338
CN(Cc1ccsc1)C(=O)CCc1nnc(CCCc2ccccc2)o1	3%	-0.36	-0.25	-0.19	0.099	-1.7	1018	0%	1.3	0.9	7.4	i	-12	2.6%	0.3%	-0.12	1464
COc1cc(/C=C2/SC(=S)N(CC(=O)NC(C)(C)C)C2=O)cc(OC)c1OC	8%	-0.82	0.47	-0.63	0.88	-3.6	575	5%	3.8	2.6	5.3	i	-20	-7.7%	2.3%[50 µM]	-0.81	865
CCOC(=O)c1cnc(SC)nc1Oc1cccc(NS(=O)(=O)c2ccc(Cl)cc2)c1	2%	-0.32	-0.067	-0.42	0.093	-2.0	1156	13%	32*	23*	33*	i	35	6.6%	-1.0%	-0.53	905

The final 2 compounds of the section above are carried over, then new ones follow.
SMILES	P. falciparum M1AAP	Dynein transport	Dynein transport cytoplasmic EGFP	Dynein transport nuclear GR-EGFP	Dynein transport cell count	b-catenin transl	b-catenin transl cell count 5 µM	P. falciparum M17LAP	MT stabilizer	MT stabilizer Hoechst-high %	MT stabilizer cytotoxicity %	Autophagy HCS	Autophagy HCS cell loss 18 h	CSM14.1 death rescue	K1F lysis inhibition	Ins promoter up	Ins promoter up cell count
COc1cc(/C=C2/SC(=S)N(CC(=O)NC(C)(C)C)C2=O)cc(OC)c1OC	8%	-0.82	0.47	-0.63	0.88	-3.6	575	5%	3.8	2.6	5.3	i	-20	-7.7%	2.3%[50 µM]	-0.81	865
CCOC(=O)c1cnc(SC)nc1Oc1cccc(NS(=O)(=O)c2ccc(Cl)cc2)c1	2%	-0.32	-0.067	-0.42	0.093	-2.0	1156	13%	32*	23*	33*	i	35	6.6%	-1.0%	-0.53	905
COc1cc(N)ccc1C(=O)O	3%	0.5	-0.34	-0.028	0.13	-2.4	1234	2%	1.8	1.9	8.0	i	-1	7.1%	2.7%	-0.62	1154
CCOC(=O)C1CCCN(C(=O)CSCc2ccccc2)C1 (stereo unspecified)	8%	0.3	-0.14	0.52	0.38	-0.6	1374	9%	2.1	1.7	5.1	i	-6	0.0%	0.7%	0.66	1476
O=C1C2ON(c3ccccc3)C(c3ccncc3)C2C(=O)N1c1ccc(Br)cc1 (stereo unspecified)	9%	-1.2	-0.31	-0.86	0.67	2.0	1118	0%	6.1	2.4	15	i	-45	1.9%	0.1%	-0.56	1275
CC(CCc1ccccc1)NC(=O)CN1CCN(Cc2ccccc2)C1=O (stereo unspecified)	2%	-0.69	-0.2	-0.11	0.2	-3.2	1008	16%	4.9	2.5	9.3	i	-7	-0.6%	0.7%	-2.2	1172
COC(=O)C1=C(C)N(CCc2ccccc2)C(=O)C1(NS(=O)(=O)c1ccc(NC(C)=O)cc1)C(F)(F)F (stereo unspecified)	22%	-0.67	-0.14	-0.13	0.1	3.4	992	14%	2.4	1.5	4.5	i	24	-1.8%	0.8%	.	.
CCc1ccc(NC(=O)C2CCCN(S(=O)(=O)c3c(C)[nH]c(=O)[nH]c3=O)C2)cc1 (stereo unspecified)	-1%	-0.65	-0.12	0.045	0.49	1.6	1054	-2%	6.7	2.6	6.7	i	14	.	-1.0%	-0.12	1230
S=C1N(c2ccccc2)CN(CCN2CCOCC2)CN1c1ccccc1	0%	0.12	-0.25	-0.045	0.85	0.5	1331	2%	.	.	.	.	.	.	.	-0.46	958
CC1CCC2C(=O)N(c3ccc(S(=O)(=O)c4ccccc4)cc3)C(=O)C2C1 (stereo unspecified)	0%	-0.6	-0.3	-0.51	0.13	-1.4	954	-2%	4.7	3.4	6.4	i	-8	-1.8%	-1.7%	0.05	1464
O=C(Cc1ccc(-n2c(=O)c3sccc3n(CC(=O)Nc3ccccc3F)c2=O)cc1)NCc1ccco1	7%	-0.75	-0.35	-0.36	0.95	-4.9	1107	-15%	1.4	2.9	5.1	i	2	0.4%	0.2%	.	.

Assay outcomes as filed in PubChem BioAssay.
